Source: PubChem BioAssay
Nrf2 block – Nrf2 qHTS screen for inhibitors; AID 504444, 2011; A549 ARE-Fluc reporter, luciferase luminescence, 18-24 h; 360,000 tested, 2.1% active; Potency, µM (titrated, usually from 46 µM), without a hit: at the highest dose activity change, negative = inhibition, usual class: inhibitors; further: potency means the concentration at half of the fitted maximal effect; on the % scale 0 is the no-effect control and ±100 the full control effect; nearly all actives have a fitted effect of over 60% in size
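A549 ARE_Fluc cells (5000/well, 5% FBS OPTI-MEM) pre-incubated 2 h, then treated with compounds 18-24 h at 37C/5% CO2 in concentration-response. CellTiter-Fluor viability read first; BugLite luciferase luminescence after 15 min at room temperature gives Nrf2 activity.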
pAkt inh – HTS Assay for Inhibitors of Akt Phophorylation: Primary Screen; Neuro2A IGF-stimulated pAkt S473 HTRF, 20 min; stronger effect = lower value; 360,000 tested, 0.32% active; AID 651550, 2012; activity change, % for hits at 50 µM; in the data active means activity change below about -80%; inconclusive means mostly about -51% to -80%; further: on the % scale 0 is the no-effect control and ±100 the full control effect
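Neuro2A cells (4,500/well, DMEM with 0.5% FBS) were treated with compound at a single 50 µM final concentration, stimulated with 6 nM IGF for 20 min at 37 °C, and lysed. Phospho-Akt Ser473 was read by HTRF as 665/615 ratio ×10^4.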
EPAC2 ag – qHTS for Agonist of cAMP-regulated guanine nucleotide exchange factor 4 (EPAC2): primary screen. Rap guanine nucleotide exchange factor 4 (Homo sapiens), Q8WZA2. EPAC2 activation, biochemical qHTS; response scale: 100% = 6.5 mM cAMP response. Potency, µM (highest dose often 154 µM), for the others: top-dose activation, actives largely listed as activators. 360,000 tested, 0.079% active; further: potency means the concentration at half of the fitted maximal effect; nearly all actives have a fitted effect of over 50% in size
Target sequence (Q8WZA2 whole entry, looked up): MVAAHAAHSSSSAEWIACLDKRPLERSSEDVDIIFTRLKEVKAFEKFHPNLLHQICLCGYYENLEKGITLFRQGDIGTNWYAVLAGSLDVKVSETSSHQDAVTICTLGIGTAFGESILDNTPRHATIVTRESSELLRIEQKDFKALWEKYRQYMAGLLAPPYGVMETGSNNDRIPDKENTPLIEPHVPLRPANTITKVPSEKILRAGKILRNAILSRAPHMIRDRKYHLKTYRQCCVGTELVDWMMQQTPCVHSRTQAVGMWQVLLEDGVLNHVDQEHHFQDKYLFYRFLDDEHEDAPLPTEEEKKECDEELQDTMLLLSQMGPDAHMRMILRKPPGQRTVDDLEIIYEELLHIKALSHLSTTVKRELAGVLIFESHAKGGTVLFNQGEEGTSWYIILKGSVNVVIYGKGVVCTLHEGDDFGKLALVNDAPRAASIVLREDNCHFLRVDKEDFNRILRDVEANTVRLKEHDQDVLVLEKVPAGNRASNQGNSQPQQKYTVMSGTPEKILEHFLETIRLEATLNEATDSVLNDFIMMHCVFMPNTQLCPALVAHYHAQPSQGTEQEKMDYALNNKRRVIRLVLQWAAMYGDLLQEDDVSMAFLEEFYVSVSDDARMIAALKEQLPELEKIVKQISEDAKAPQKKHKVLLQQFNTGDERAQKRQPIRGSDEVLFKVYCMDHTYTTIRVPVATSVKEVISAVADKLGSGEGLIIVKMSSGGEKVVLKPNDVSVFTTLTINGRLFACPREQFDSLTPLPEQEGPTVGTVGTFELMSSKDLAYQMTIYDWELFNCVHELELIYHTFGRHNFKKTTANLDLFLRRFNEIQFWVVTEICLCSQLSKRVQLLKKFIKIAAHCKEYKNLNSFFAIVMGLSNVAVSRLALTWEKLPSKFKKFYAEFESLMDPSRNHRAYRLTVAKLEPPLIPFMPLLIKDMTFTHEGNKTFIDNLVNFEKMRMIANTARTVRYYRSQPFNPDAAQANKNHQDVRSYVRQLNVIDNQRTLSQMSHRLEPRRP
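Compounds were titrated in qHTS against a Rap1B-BODIPY-GDP (250 nM) complex with EPAC2 (100 nM) and GDP (50 uM). BODIPY-GDP release tracked at 480/540 nm over 30 min at room temperature, normalized to 6.5 mM cAMP.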
Nrf2 ARE act – qHTS of Nrf2 Activators | AREc32 ARE-luciferase reporter (MCF7-derived line), luminescence, 24 h | Potency, µM (titrated, usually from 46.1 µM), for inactives: top-dose activation, hits mostly activators | 410,000 tested, 0.31% active | AID 624171, 2012; further: potency means the concentration at half of the fitted maximal effect; % of control where 0% means no effect; nearly all actives have a fitted effect of over 65% in size
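ARE activation measured as luciferase luminescence (Steady-Glo, 30 min RT) in AREc32_Fluc cells after 24 hr compound exposure at 37 deg C, 5% CO2; cells seeded overnight at 1000/well in OPTI-MEM, 5% FBS.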
TGFb SMAD3 inh – qHTS for Inhibitors of TGF-b; 410,000 tested, 1.2% active; HepG2 CAGA-GFP TGF-b/SMAD3 reporter, GFP fluorescence, 18 h; TGF-beta stimulated, 500 pg/mL final; Potency, µM (highest dose often 46.1 µM), without a hit: at the highest dose activity, negative = inhibition, actives largely listed as inhibitors; further: potency means the concentration at half of the fitted maximal effect; on the % scale 0 is the no-effect control and ±100 the full control effect; nearly all actives have a fitted effect of over 65% in size
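HEPG2 CAGA-GFP, 1000 cells/well; 2 h settle, 37 C; cpd via pin tool; TGF-b 500 pg/mL final; 18 h, 37 C; GFP imaging ex488/em500-530; %Activity normalised to -TGF-b and +DMSO controls; CRC fit, curve class.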
EPAC2 antagonist – qHTS for Antagonist of cAMP-regulated guanine nucleotide exchange factor 2 (EPAC2): primary screen | EPAC2 GEF exchange of Rap1B-BODIPY-GDP, fluorescence | Potency, µM (doses to about 114 µM), for inactives: at the top dose activity, negative = inhibition, actives largely listed as inhibitors | 360,000 tested, 0.18% active | AID 720708, 2013; further: potency means the concentration at half of the fitted maximal effect; on the % scale 0 is the no-effect control and ±100 the full control effect; nearly all actives have a fitted effect of over 45% in size; many of its hits are not listed in these tables
CCT modulator – High-Throughput Screening for Modulators of Cytosolic Chaperonin Activity. purified chaperonin ATPase assay, HTRF ADP detection, 30 min. 360,000 tested, 0.3% active. activity change, % (concentration not given with the values), hits read low; in the data active means activity change below about -30%; further: on the % scale 0 is the no-effect control and ±100 the full control effect
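Enzyme 40 or 20 nM (batch-dependent) in Tris pH 7.4/KCl/MgCl2/DTT; cpd 76 uM single point; ATP 10 uM; 30 min 37 °C; Transcreener ADP HTRF detection, 30 min RT; ratio 665/615.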
MmCpn inh – Inhibitors of TCP-1 ring complex (TRiC) of Methanococcus maripaludis (MmCpn): qHTS; Chaperonin Mm-Cpn (Methanococcus maripaludis); purified Mm-Cpn ATPase, ADP Transcreener TR-FRET; Potency, µM (titrated, usually from 76.9 µM), without a hit: at the highest dose activity, negative = inhibition, actives largely listed as inhibitors; 330,000 tested, 0.031% active; further: potency means the concentration at half of the fitted maximal effect; on the % scale 0 is the no-effect control and ±100 the full control effect; nearly all actives have a fitted effect of over 80% in size
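ATP (10 uM final) was added to archaeal chaperonin (25 nM final) after 10 min exposure to test compound at 37°C; after 30 min further incubation, ADP was detected by competitive TR-FRET.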
A549 viability – Nrf2 qHTS screen for inhibitors: counterscreen for cytotoxicity; A549 ARE-Fluc cells, CellTiter-Fluor viability, 18-24 h; Potency, µM (highest dose often 46 µM), without a hit: at the top dose activity change, negative = cytotoxicity, actives largely listed as inhibitors; 390,000 tested, 0.16% active; AID 504648, 2011; further: potency means the concentration at half of the fitted maximal effect; on the % scale 0 is the no-effect control and ±100 the full control effect
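A549 ARE-Fluc cells in 5% FBS OPTI-MEM, 5000 cells/well, rested 2 h then exposed to compounds in concentration-response for 18-24 h at 37 °C. Viability by CellTiter-Fluor fluorescence (Ex 405/Em 525) after 30 min; luciferase luminescence (BugLite, 15 min, RT) read afterwards.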
Starred values were filed as active, the others as inactive; i = inactive; ? = inconclusive; nt = not tested or not shown; & = joins results of further samples; [ ] = remark or other dose. Unless noted, the call rests on the fitted dose curve; in most records, active means well fitted curve in the direction sought with a large enough effect; inconclusive means small, poorly fitted or top-dose-only effect, or another doubt; inactive means no such curve, though single readings can be large; an effect the other way counts as inactive or inconclusive. Some of the compounds tested (hit frequency here may not be typical).

SMILES	Nrf2 block	pAkt inh	EPAC2 ag	Nrf2 ARE act	TGFb SMAD3 inh	EPAC2 antagonist	CCT modulator	MmCpn inh	A549 viability
COc1ccc(C(CNC(=O)c2cccc(S(=O)(=O)Nc3ccc(F)cc3)c2)N2CCCCC2)cc1 (stereo not drawn)	-4%	i	13%	3.0%	?	8%	-6.5	nt	-16%
CC(C)(CNS(=O)(=O)c1ccc2ccccc2c1)N1CCOCC1	6%	i	16%	0.1%	6%	17%	2.1	-3%	7%
CC(=O)Nc1ccc(NC(=O)C2CCCN2/C=C/C(=O)C(F)(F)F)cc1 (stereo not drawn)	-14%	i	9%	-0.4%	-2%	2%	2.4	-3%	1%
CCCC[C@H]1COCCS(=O)(=O)N1Cc1cccc([N+](=O)[O-])c1	5%	i	8%	0.1%	-19%&-2%	-6%	-1.4	-3%	-1%
O=C(N/N=C/c1ccccn1)c1cccc(NC(=O)c2ccccc2Cl)c1	5%	i	4%	0.4%	-4%	2%	-1.8	2%	-12%
O=C(O)C1CCN(C(=O)COc2ccc3c4c(c(=O)oc3c2)CCCC4)CC1	-17%	i	6%	-0.3%	7%	-4%	1.2	-2%	3%
O=C(O)c1c(Cl)c(Cl)c(Cl)c(Cl)c1C(=O)OCC1CCCO1 (stereo not drawn)	nt	i	2%	0.2%	?	3%	-1.7	nt	nt
CCOC(=O)CCS(=O)(=O)c1ccc(-c2ccc(S(=O)(=O)CCC(=O)OCC)cc2)cc1	-18%	i	0%	-0.4%	-14%	8%	2.2	0%	1%
CCCn1c(C(O)c2ccc(OCC)cc2)nc2ccccc21 (stereo not drawn)	-1%	i	4%	-0.3%	-21%	-22%	-3.3	2%	7%
COc1ccc(NC(=O)C2CCCN2C(=O)NC2CCCCC2)cc1 (stereo not drawn)	2%	i	9%	-0.4%	-4%	2%	-0.8	-1%	0%
CC(C)(C)OC(=O)N1CCC[C@H]1c1nnc(SCc2ccccc2)o1	-13%	i	-2%	-0.2%	-13%	-8%	0.3	-1%	-4%
O=C(CSc1nnc2ccccn12)NCc1ccco1	14%	i	3%	-0.1%	0%	2%	-1.6	-1%	9%
CC(=O)c1cccc(NC(=O)c2ccc(-c3c(C)noc3C)c3ccoc23)c1	nt	i	9%	23%	19%	-8%	-1.2	nt	nt
O=c1[nH]cnc2nn(-c3ccccc3)nc12	?	i	2%	-0.4%	-5%	-5%	-2.5	-2%	1%
Cc1ccc(Cl)cc1N1CCN(Cc2nnnn2C2CCCCC2)CC1	nt	i	7%	3.4%	?	-4%	-0.5	1%	-11%
Cc1cc(N2CCN(c3ncccn3)CC2)nc2c(C)cccc12	?	i	13%	4.0%	-27%	-7%	-2.1	-5%	0%
C=CCSc1nnc(NC(=O)c2ccc(N3CCCC3=O)cc2)s1	?	i	0%	-0.1%	-2%	-5%	1.0	2%	-2%
CCCCC(=O)N(C)c1c(CC)nc2c(OCc3cc(Cl)cc(Cl)c3)cccn12	nt	i	5%	0.7%	?	-23%	0.6	nt	nt
C=CCc1ccc(OCC(O)CN2CCc3ccccc3C2)c(OC)c1 (stereo not drawn)	-2%	i	-3%	0.5%	-11%	-14%	0.9	-1%	-1%
O=C(C1CCCCC1)N(Cc1nc2sc3c(c2c(=O)[nH]1)CCCC3)Cc1cccs1	nt	i	-15%	3.1%	5%	-8%	-1.1	-5%	-13%
COC(=O)CNC(=O)C(NC(=O)c1ccc(Cl)cc1)C(C)C (stereo not drawn)	0%	i	9%	-0.7%	?	20%	0.1	2%	-1%
CC(C)(C)OC(=O)N1CCC(c2c(C(=O)NC3CC3)cnn2-c2ccccc2)CC1	-16%	i	-2%	-0.6%	0%	-5%	-1.6	0%	-4%
Cn1nc(C(=O)NCc2cccc(Cl)c2)c2c1-c1ccccc1SC2	?	nt	nt	0.7%	?	nt	nt	nt	-1%
CCn1c(-c2cc3ccccc3cc2O)n[nH]c1=S	-6%	i	13%	0.0%	0%	-2%[57.1 µM]	-0.5	0%	3%
COc1ccccc1S(=O)(=O)N(C)C[C@@H]1OCc2cn(nn2)CCCC(=O)N([C@@H](C)CO)C[C@H]1C	nt	i	6%	-0.2%	9%	0%	1.3	nt	nt
CCOC(=O)C1CCCN(C(=O)COc2ccccc2F)C1 (stereo not drawn)	16%	i	7%	0.2%	2%	7%	2.8	-4%	-1%
COc1ccccc1CNC(=O)COC(=O)C1=COCCO1	10%	i	7%	-0.1%	8%	8%	-2.1	0%	1%
FC(F)(F)c1ccnc(NCc2ccco2)n1	-1%	i	1%	-1.0%	39%	6%	0.1	2%	0%
COc1cc(C(=O)NC2=C(C#N)CCC2)cc(OC)c1OC	6%	i	11%	5.8%	-6%	5%	-3.5	2%	6%
O=C(CCNC(=O)c1ccc(Br)cc1)Nc1nccs1	3%	i	-2%	2.0%	1%	15%	-0.2	1%	0%
Cc1cccc(N2C(=O)C(CC(=O)Nc3ccc(Cl)cc3)N(Cc3ccco3)C2=O)c1 (stereo not drawn)	-16%	nt	nt	4.8%	?	nt	nt	nt	-6%
COc1cccc(CN2C(=O)N(c3ccc(C)cc3)C(=O)C2CC(=O)Nc2cc(OC)cc(OC)c2)c1 (stereo not drawn)	-29%	nt	nt	3.4%	-25%	nt	nt	nt	2%
COc1ccc2c(c1)CC/C(=C\c1ccc(OC)c(Cn3cccn3)c1)C2=O	-15%	i	1%	10%	?	-6%	-0.8	-4%	-20%
COc1ccc(C(=O)N2CCCN(C)CC2)c(OC)c1	0%	i	9%	0.4%	-1%	4%	1.2	-3%	2%
NC(=O)c1ccc(NC(=O)C#Cc2ccccc2)cc1	4.6µM*	i	4%	?	?	-3%	-0.7	-5%	-18%
CCN(CC(=O)Nc1ccc(OC)cc1)CC(=O)Nc1ccc2c(c1)OCO2	5%	i	3%	-0.8%	9%	1%	-4.2	0%	-3%
CCn1nc(NC(C)=O)c2cc3ccc(C)cc3nc21	24%	i	4%	-0.6%	42%[activator]	-4%	0.8	-6%	-2%
CCN(CC)S(=O)(=O)c1cc(C(=O)NC2CCCCC2)ccc1C	nt	nt	1%	-0.4%	-27%	4%	-1.5	0%	0%
CC1CN(CC(O)COc2ccc(C(=O)c3ccccc3)cc2)CC(C)O1 (stereo not drawn)	-5%	i	4%	0.3%	37%[activator]	-1%	-0.8	1%	-2%
CCN(CC)S(=O)(=O)c1ccc(N2CCCCC2)c(NC(=O)/C=C/c2ccc(OC)c(OC)c2)c1	-6%	i	-2%	-0.3%	-2%	2%	-1.5	-8%	-3%

Results in MmCpn inh and TGFb SMAD3 inh (two entries from above):
SMILES | MmCpn inh | TGFb SMAD3 inh
COc1ccc2c(c1)CC/C(=C\c1ccc(OC)c(Cn3cccn3)c1)C2=O | -4% | ?
COc1ccc(C(=O)N2CCCN(C)CC2)c(OC)c1 | -3% | -1%

The results go on:
SMILES	Nrf2 block	pAkt inh	EPAC2 ag	Nrf2 ARE act	TGFb SMAD3 inh	EPAC2 antagonist	CCT modulator	MmCpn inh	A549 viability
O=c1c2ccccc2c(/C=N/n2cnnc2)c(O)n1-c1ccccc1	4%	i	4%	0.0%	6%	7%	3.0	-4%	?
CCSC1=NCCN1C(=O)C(C)(C)Oc1ccc(Cl)cc1	?	i	6%	3.7%	-12%	-22%	-1.3	1%	-25%
COc1ccccc1CC(=O)NCCCc1ccccc1	-24%	i	7%	-0.3%	-3%	-3%	-2.7	-1%	1%
COCCNC(=S)N/N=C/c1ccc(-c2ccc([N+](=O)[O-])cc2)o1	8%	i	2%	4.1%	1%	2%	-1.8	2%	-9%
CCCCCN(C(=O)NC(=O)Nc1ccccc1OC)S(C)(=O)=O	4%	i	5%	0.0%	-4%	-3%	-0.7	0%	0%[1.84 µM]
Clc1ccc2c(c1)-c1nnc(Br)n1-c1ccccc1S2	-8%	i	10%	0.2%	16%	-2%	-1.7	-6%	-5%
Cc1ccc(NC(=O)c2c3c(nc4ccccc24)CCC3)cc1	4%	i	7%	-0.4%	1%	3%	-0.9	-18%	0%
Cc1ccc(/C=C/C(=O)NC(=S)N2CCN(c3ccc(F)cc3)CC2)cc1	23%	i	10%	3.2%	-9%	9%	-1.7	0%	1%
Cc1ccccc1OCC(=O)OCC(=O)NCCNC(=O)COC(=O)COc1ccccc1C	4%	i	10%	0.2%	-15%	-8%	-3.5	-4%	0%
CCNC(=S)Nc1cc(-c2ccc(Cl)cc2)[nH]n1	?	i	6%	3.5%	?	-10%	-0.6	-1%	-3%
Cc1ccc(/C=N/NC(=O)c2ccc(OC3CCCC3)cc2)o1	-4%	i	3%	-0.8%	-13%	-1%	-1.5	0%	1%
Cc1ccn2c(CNCC3OCCc4ccccc43)c(C(=O)N3CCCCCC3)nc2c1 (stereo not drawn)	-9%	i	2%	0.8%	-6%	13%	1.9	2%	-6%
Cc1ccc(CNC(=O)[C@@H](NC(=O)Cc2ccccc2)C(C)C)cc1	5%	i	3%	0.0%	0%	9%	2.6	-2%	-11%
NC(=O)C1C(c2ccccc2)=C1c1ccccc1	-14%	i	1%	-0.3%	10%	5%	-1.6	0%	-10%
